Screening data deposited in PubChem by several laboratories.
thrombin 1536 – inhibitors of human thrombin; P00734; alpha-thrombin, Boc-VPR-AMC fluorogenic substrate cleavage; inhibition, % at 5 µM; hit rate 0.26% among 220,000; AID 1046;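 active = inhibition at or above 40%; inactive = inhibition below 40%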;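 note: 0% = enzyme with no compound and 100% = wells without enzyme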
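System – human alpha-thrombin · Medium – pH 7.5 Tris (50 mM) with NaCl 150 mM, Tween 20 0.05% · Compound – single-point dosing at 5 µM, 0.2% DMSO · Incubation – enzyme reaction carried out at room temperature · Technique – fluorescence of released AMC, ex 355 nm, em 460 nm · Read-out basis – % inhibition of thrombin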
KLK5 inh – blocks human kallikrein 5 protease activity; Q9Y337; hit rate 0.59% among 210,000; recombinant hK5, fluorogenic AMC substrate cleavage; inhibition, % at 5 µM;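 active = inhibition of 40% or more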;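 note: 0% = enzyme controls without compound and 100% = no-enzyme blanks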
Target sequence (Q9Y337 67-293 limits assumed): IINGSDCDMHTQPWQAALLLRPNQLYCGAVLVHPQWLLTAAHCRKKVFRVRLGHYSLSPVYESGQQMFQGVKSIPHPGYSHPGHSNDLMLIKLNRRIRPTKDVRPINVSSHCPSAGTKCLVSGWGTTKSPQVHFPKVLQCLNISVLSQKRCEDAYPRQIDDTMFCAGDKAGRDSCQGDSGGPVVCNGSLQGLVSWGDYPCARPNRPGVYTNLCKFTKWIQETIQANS
Hck Nef HTS – inhibitors of human Hck kinase activated by Nef. inhibition, % at 20 µM. hit rate 0.68% among 220,000. P08631. AID 463187. Recombinant Hck-YEEI plus Nef, Z-Lyte FRET kinase assay;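 active = Hck-Nef kinase inhibition above about 50%, limit read from the data; inactive = inhibition below that limit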;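 note: 0% = DMSO with Hck plus Nef and 100% = Hck alone without Nef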
Target sequence (P08631 whole entry, looked up): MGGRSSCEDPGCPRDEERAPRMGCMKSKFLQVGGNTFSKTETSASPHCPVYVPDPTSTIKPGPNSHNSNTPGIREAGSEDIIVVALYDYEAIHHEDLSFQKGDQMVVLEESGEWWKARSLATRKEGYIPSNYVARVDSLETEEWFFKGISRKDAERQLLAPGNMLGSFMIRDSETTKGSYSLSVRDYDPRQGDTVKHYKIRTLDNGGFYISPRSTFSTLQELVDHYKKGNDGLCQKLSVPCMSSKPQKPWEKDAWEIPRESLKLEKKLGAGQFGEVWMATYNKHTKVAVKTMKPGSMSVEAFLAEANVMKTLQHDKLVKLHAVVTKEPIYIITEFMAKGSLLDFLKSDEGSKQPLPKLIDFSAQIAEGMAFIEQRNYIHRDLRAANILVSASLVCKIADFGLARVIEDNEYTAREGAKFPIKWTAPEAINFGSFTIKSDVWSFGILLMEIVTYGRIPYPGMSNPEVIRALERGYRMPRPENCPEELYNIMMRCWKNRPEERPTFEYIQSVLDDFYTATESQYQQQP
Wee1 stabilizer – human Wee1 degradation inhibition, primary screen | P30291 | HeLa Luc-Wee1K328M stability, luciferase luminescence; 100% = proteasome inhibitor MG132 effect | reporter increase, % at 5 µM | hit rate 1.2% among 220,000 | AID 1321;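 active = activation above the mean of all tested compounds plus 3 SD, set per screening run, cut at about 8.8% in these data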;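 note: cells exposed to compound for 20 h before luminescence read; 0% = DMSO alone and 100% = MG132 at 30 µM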
Runt-SMMHC FRET – Runt domain-CBFb-SMMHC interaction inhibition. hit rate 0.74% among 220,000. AID 1434. inhibition, % at 20 µM. Q01196+Q13951. Cerulean-Runt/Venus-CBFb-SMMHC FRET ratio 530/480, 1 h;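 active = mean inhibition across duplicate retests at 20 µM reaching about 50%, limit read from the data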;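 note: 0% = DMSO wells and 100% = wells with excess untagged CBFb-SMMHC; inhibitors lower the FRET ratio by blocking Runt binding to CBFb-SMMHC; some results filed as inactive read as strong as hits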
FXIa inh – inhibitors of human coagulation factor XIa; P03951; purified FXIa, Boc-Glu-Ala-Arg-AMC fluorogenic substrate; inhibition, % at 5 µM; hit rate 0.14% among 220,000;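 active = inhibition of at least 40%; inactive = inhibition below 40%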;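 note: fluorescence of freed AMC excited at 355 nm; 0% = enzyme without compound and 100% = no enzyme blank; many of its hits are not listed in these tables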
FXIIa inh – inhibitors of human coagulation factor XIIa; P00748; purified FXIIa, Boc-QGR-AMC fluorogenic substrate, 2 h; inhibition, % at 5 µM; hit rate 0.3% among 220,000; AID 800; in the data active = inhibition above about 40%;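 note: 0% = enzyme with no compound and 100% = blank without enzyme; many of its hits are not listed in these tables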
14-3-3 Bad PPI – disrupts binding of bovine 14-3-3 zeta to phospho-Bad peptide. P63103. TR-FRET 14-3-3zeta/Dy647-pBad peptide displacement, 1 h. inhibition, % at 21.7 µM. hit rate 0.71% among 220,000. AID 781;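 active = inhibition above about 70%, limit read from the data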;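 note: 0% = full 14-3-3 plus peptide FRET controls and 100% = background without 14-3-3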
Target sequence (P63103 whole entry, looked up): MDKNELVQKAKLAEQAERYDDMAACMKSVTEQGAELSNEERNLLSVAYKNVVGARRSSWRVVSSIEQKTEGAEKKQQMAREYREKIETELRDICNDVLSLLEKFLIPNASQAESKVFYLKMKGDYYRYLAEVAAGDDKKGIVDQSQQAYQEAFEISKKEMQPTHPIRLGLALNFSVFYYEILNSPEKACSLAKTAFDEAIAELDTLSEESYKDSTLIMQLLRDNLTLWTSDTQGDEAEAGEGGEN
Runt-CBFb FRET – Runt domain-CBFb interaction inhibition. inhibition, % at 20 µM. Cerulean-Runt/Venus-CBFb FRET ratio 530/480, 1 h. hit rate 0.46% among 220,000;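 active = inhibition over about 50% at 20 µM in the single-dose screen, limit read from the data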;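 note: 0% = DMSO wells and 100% = excess unlabeled CBFb competitor control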
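test system = Cerulean-tagged RUNX1 Runt domain (FRET donor) fusion protein | reagent = Venus-CBFb binding partner, 100 nM | incubation = protein complex preformed 1 h, compound exposure 1 h, room temperature, dark | detection = FRET fluorescence | read-out basis = loss of energy transfer signal | controls = 5 µM unlabeled CBFb as full-inhibition high control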
Numbers without * were called inactive; / = not tested or not shown; & = joins results of further samples; [ ] = dose if it differs, or a comment.

Fields: 14-3-3 Bad PPI | thrombin 1536 | Wee1 stabilizer | Runt-CBFb FRET | KLK5 inh | Runt-SMMHC FRET | FXIIa inh | FXIa inh | Hck Nef HTS
[1] Cc1ccc(-n2c(Cc3cccs3)nnc2SCC(=O)Nc2ccc(S(N)(=O)=O)cc2)cc1
    0 | -16 | 4 | -2 | -9 | 3 | 16 | -1 | 3
[2] O=C(Nc1nncs1)c1ccc(Br)c(S(=O)(=O)N2CCCC2)c1
    -3 | 4 | 0 | 0 | -9 | -3 | 15 | 3 | 9
[3] CN(C(=O)COC(=O)c1cc(S(=O)(=O)N2CCCCC2)ccc1N1CCOCC1)C1CCS(=O)(=O)C1 (stereo not drawn)
    5 | -2 | -3 | 0 | -3 | -2 | 6 | -2 | 18
[4] CCn1c(SCC(=O)Nc2nc3ccccc3s2)nnc1-c1ccc(OC)cc1
    5[fluorescence artefact?] | -1 | 2 | 0 | 1 | -3 | 12 | 2 | 2
[5] CCOC(=O)c1sc2nc(C)nc(N3CCN(c4ncccn4)CC3)c2c1C
    -11 | -4 | -2 | 3 | -2 | -4 | / | -4 | -5
[6] COc1ccc2cc(C#N)c(NC(C)C)nc2c1
    -7 | -7 | -1 | 5 | -1 | 8 | 7 | -1 | 10
[7] O=C(C(Cc1ccccc1)n1cccc1)N1CCCCCC1 (stereo not drawn)
    8[fluorescence artefact?] | -5 | -3 | 1 | -2 | -3 | 20 | 9 | 18
[8] Cc1cc(Cl)n2c(nc3ccccc32)c1C#N
    -4 | -2 | 0 | 1 | 1 | -17 | 1 | 4 | 0
[9] O=C(OCC(=O)c1cccs1)c1ccc([N+](=O)[O-])o1
    2 | -2 | 1 | 6 | 5 | -2 | 9 | 3 | 3
[10] COc1ccc(NC(=S)N(CCc2c(C)[nH]c3ccccc23)Cc2ccco2)cc1
    -5 | 1 | 2 | 0 | -5 | -2 | 11 | 5 | -3
[11] CCOC(=O)CNC(=O)C1COc2ccccc2O1 (stereo not drawn)
    0 | -5 | -1 | 1 | -2 | 1 | 7 | -1 | 18
[12] Cc1cc(NC(=O)Cn2ccsc2=N)c([N+](=O)[O-])cc1C
    -9 | -6 | 6 | -2 | 0 | 5 | 8 | -2 | 22
[13] CCc1ccc(N2C(=O)CC(N(CC3CCCO3)C(=O)/C=C/C(=O)O)C2=O)cc1 (stereo not drawn)
    -1 | 1 | -3 | 0 | -8 | 3 | 14 | 7 | 3
[14] CCCn1c(CNS(=O)(=O)c2ccc(C)cc2)nc2ccccc21
    15 | -4 | 3 | 0 | -5 | 1 | 7 | 9 | -6
[15] CC(C)N(C(=O)COC(=O)[C@@H]1CC(O)CN1S(=O)(=O)c1ccccc1[N+](=O)[O-])C(C)C (stereo partly drawn)
    9 | -6 | 0 | 1 | -17 | -2 | 8 | 4 | 3
[16] CCCCC(=O)Nc1nc(C)c(C(C)=O)s1
    9 | -3 | -1 | 1 | -2 | 3 | 12 | -1 | 1
[17] COCCN1C(=O)c2cc(C(=O)Nc3ccc(C)c(F)c3)ccc2C1Nc1ccc(C)c(F)c1 (stereo not drawn)
    -5 | -3 | 1 | -2 | -7 | -5 | 13 | 4 | -9
[18] O=C(CCNc1n[nH]c(=O)[nH]c1=O)N1CCOCC1
    -1 | -7 | 4 | 0 | -7 | 3 | 7 | 4 | -2
[19] Cc1ccc(NC(=O)c2cnc(N3CCN(c4ccccn4)CC3)c3ccccc23)c(Br)c1
    -18 | -8 | 3 | / | 3 | 5 | 10 | 4 | 19
[20] COc1ccccc1C(=O)NCC(c1cccnc1)N(C)C (stereo not drawn)
    -4 | -3 | 1 | -1 | -11 | -1 | 10 | 5 | -1

Remaining list, next part:
Fields: 14-3-3 Bad PPI | thrombin 1536 | Wee1 stabilizer | Runt-CBFb FRET | KLK5 inh | Runt-SMMHC FRET | FXIIa inh | FXIa inh | Hck Nef HTS
[21] C[C@H]1O[C@H]1P(=O)(O)O
    -10&1 | -1&-2 | -1&-2 | -1 | -8&-10 | -2 | 13&5 | 6&-1 | -2&2
[22] O=C(COC(=O)Cc1c(Cl)cccc1Cl)NCCC1=CCCCC1
    6 | -15 | 0 | 0 | -9 | -2 | 0 | -5 | 3
[23] O=C(Nc1c(Cl)ccc2nsnc12)c1cccnc1
    9 | 5 | 0 | -4 | 13 | 0 | 9 | 11 | -1
[24] CCCCc1nc(SCCN2CCOCC2)c2c(=O)n(C)c(=O)n(C)c2n1
    -5 | -2 | -2 | -4 | 3 | 2 | 8 | 2 | -25
[25] COc1ccnc(Oc2ccccc2)c1C#N
    17 | 2 | 1 | -4 | -16 | -6 | 13 | 12 | 1
[26] CCc1ccccc1OCC(=O)OCC(=O)c1c(N)n(C)c(=O)n(C)c1=O
    -1 | 5 | 2 | -5 | -10 | 0 | 6 | -4 | 24
[27] COc1ccc(-c2cc(C(=O)OCC(=O)Nc3ccc4c(c3)OCO4)c3ccccc3n2)cc1
    8 | -17 | 2 | 3 | -6 | 1 | -7 | -6 | 3
[28] COc1cc(C(=O)NNC(=O)c2ccc(NC(=O)C(C)(C)C)cc2)cc(OC)c1OC
    -9 | -7 | -3 | / | -2 | / | 6 | -2 | 17
[29] CCn1cc(C2=NOC(C(=O)Nc3cc(C)nn3-c3ccccc3)C2)c(C)n1 (stereo not drawn)
    -10 | -2 | 0 | 1 | -12 | 2 | 10 | 3 | -12
[30] O=C(O)c1cc(N/N=C/C(Cl)=C/c2ccccc2)ccc1Cl
    1 | -2 | 1 | -4 | 6 | -9 | / | 3 | -92
[31] CC(=O)Nc1ccc(S(=O)(=O)N2CCN(CCN3CCOCC3)CC2)cc1Cl
    0 | 4 | -1 | 0 | 4 | 2 | 14 | 3 | 18
[32] O=C(O)c1nn2cc(CCO)cnc2c1Cl
    -8 | -2 | -1 | / | 1 | / | 11 | -1 | 19
[33] CS(=O)(=O)c1ccc(Cl)c(NC(=O)COC(=O)CNC(=O)c2ccccc2)c1
    4 | 15 | 1 | 0 | 28 | 3 | 30 | 42* | -33
[34] CCCCNC(=O)c1cccc2c(=O)c(C)c(-c3ccccc3)oc12
    6[fluorescence artefact?] | -13 | 1 | -2 | 1 | -3 | 6 | 1 | 0
[35] CC(Sc1nnc(-c2ccccc2)c(-c2ccccc2)n1)C(=O)Nc1ncc(Cl)cc1Cl (stereo not drawn)
    -3 | -3 | -3 | 2 | -7 | 1 | 3 | 5 | 1
[36] O=C(CSc1ccc(F)cc1)N1CCN(S(=O)(=O)c2ccccc2)CC1
    -11 | -4 | -1 | -1 | 9 | 3 | 2 | -2 | -1
[37] O=C(Nc1ccc2c(c1)OCO2)c1cc2n(n1)C(C(F)(F)F)CC(c1ccccc1)N2 (stereo not drawn)
    2[fluorescence artefact?] | -13 | -2 | -7 | -15 | -14 | -5 | -1 | 2
[38] C=CCn1c(SCC(=O)Nc2cc(NC(C)=O)ccc2OC)nnc1-c1ccccn1
    -5 | -3 | 12* | 0 | -17 | 2 | 13 | 1 | 0
[39] CCO[C@H]1OC(C(=O)N2CCOCC2)=C[C@@H](c2ccccc2)[C@@H]1CCCO
    2 | -3 | -2 | 2 | 1 | -1 | 5 | -1 | -19
[40] CCOC(=O)CCC(=O)N1CCNC(=O)C1
    0 | -10 | -2 | 1 | -32 | -1 | 5 | 0 | -5

(further entries)
Fields: 14-3-3 Bad PPI | thrombin 1536 | Wee1 stabilizer | Runt-CBFb FRET | KLK5 inh | Runt-SMMHC FRET | FXIIa inh | FXIa inh | Hck Nef HTS
[41] OC(COc1ccc2cc(Br)ccc2c1)CN1CCCC1 (stereo not drawn)
    1 | -10 | -2 | 0 | -1 | -8 | 8 | -6 | 1
[42] COc1ccc(C(=O)OCC(=O)Nc2ccc(F)cc2F)cc1OC
    -5 | -4 | 2 | 3 | -22 | -1 | -3 | -10 | -1
[43] O=C(COc1ccccc1O)Nc1ccc(Cl)cc1
    2 | -5 | -1 | -1 | 5 | -1 | -4 | -2 | 1
[44] CNc1nc2c(c(=O)n(C)c(=O)n2C)n1Cc1ccccc1
    -3 | 0 | -2 | -2 | 6 | -2 | 11 | -1 | 2
[45] CCCOc1ccc(N2C(=O)CC(N(Cc3ccc(OC)cc3)C(=S)Nc3ccccc3)C2=O)cc1 (stereo not drawn)
    2 | -3 | -1 | 1 | -12 | 4 | 5 | 6 | -3
[46] Cc1c(N=Cc2cccnc2)c(=O)n(-c2ccccc2)n1C
    -9 | 1 | 1 | 2 | -4 | -3 | 12 | 8 | 12
[47] Cc1cc(C)[n+](-c2ccc(Oc3ccccc3)c(S(=O)(=O)[O-])c2)[nH]1
    3 | -7 | -1 | 1 | -2 | -3 | 4 | -1 | 19
[48] C/C(=N/NC(=O)c1cccs1)c1c(C)[nH]n(-c2nc3ccccc3s2)c1=O
    -3[fluorescence artefact?] | -2 | 0 | 45 | -19 | 98* | 1 | 7 | 18
[49] CCOC(=O)C1(Cc2cccc(OC)c2)CCN(CCO)CC1
    -4 | -4 | 4 | 0 | / | 1 | 6 | -2 | 1
[50] Cc1onc(-c2c(F)cccc2Cl)c1C(N)=S
    -5 | -6 | 1 | 5 | -3 | 4 | 0 | -2 | 20
[51] COc1ccc(-c2noc(CN(C)CCC3CCCCO3)n2)cc1 (stereo not drawn)
    -3 | -6 | -1 | -1 | -7 | 3 | 5 | -3 | 2
[52] CCN(CC)S(=O)(=O)c1cc(NC(=O)C(C)N2CCN(c3ccccn3)CC2)ccc1C (stereo not drawn)
    -4 | -2 | 2 | -2 | 0 | 0 | 6 | -2 | 23
[53] Oc1ccc(/C=N/N2CCN(C3c4ccccc4-c4ccccc43)CC2)cc1
    -6 | -3 | 3 | 7 | -3 | 1 | 9 | 3 | 2
[54] CCOC(=O)C(=Cc1ccc(Br)cc1)C(=O)OCC
    -2 | -8 | 0 | 6 | -3 | 1 | -2 | -5 | -18
[55] CCOc1ccc(NC(=O)C(=S)NC2CCCCC2)cc1
    4 | -8 | 2 | -2 | 6 | -6 | 9 | 7 | 13
[56] Cn1c(=O)cc(Cl)[nH]c1=O
    11 | -10 | 1 | 0 | -4 | -1 | 4 | -4 | -22

Random draw from the library, and some 4.2% of all compounds hit somewhere here.
